Screening data (PubChem)
PriA SSB inh: inhibitors of Klebsiella pneumoniae PriA binding to SSB C-terminal tail, primary screen, biochemical, AlphaScreen; PriA–SSB C-terminal tail interaction (Klebsiella pneumoniae); AlphaScreen SSBct-PriA binding, biotinylated peptide; inhibition, % at 33 µM; actives 0.6% (n = 430,000); AID 1272365, 2023; in the data active = inhibition mostly above about 37%, no sharp cut-off; inactive = mostly below about 20%;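 note: plate controls were negative control peptide for no effect and reference peptide for full effect; strong numbers were not always called active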
Starred values were filed as active, the others as inactive; & = joins results of further samples. This is a subset. The share of hits here may be higher or lower than overall.

SMILES	PriA SSB inh
COC(=O)c1ccccc1C(=O)NC[C@@H](c1cccs1)S(=O)(=O)c1ccc(F)c(C)c1	-7.0
Cc1cc(-c2ccncc2)nn1CCNS(=O)(=O)c1ccc(C#N)cc1	-6.0
Cc1ccc(OCC(=O)n2nc(C)c(Sc3ccc(Cl)cc3)c2C)c(C)c1	-6.0
O=C(NCC(c1cccs1)N1CCOCC1)c1cccs1 (stereo unspecified)	0.0
Cn1c(SCC(N)=O)nc2ccccc21	-2.0
O=S(=O)(CCOc1ccccc1)Nc1cccc(Cl)c1	12.0
COc1cc(C=Nn2c(C3CCCCC3)n[nH]c2=S)cc(OC)c1O	-6.2
COc1ccc(C2C(=C(O)c3ccc4c(c3)OCCO4)C(=O)C(=O)N2CCCN(C)C)c(OC)c1 (stereo unspecified)	-2.9
CC(=O)Nc1cccc(NC(=O)CSc2nc(CC(=O)NCCc3ccccc3)cs2)c1	-12.0
Cc1cc(C)cc(NC(=O)c2sccc2S(=O)(=O)N2CCN(c3ccccc3)CC2)c1	-4.0
Cc1ccc(NC(=O)NCCNc2ccc(-n3cccc3)nn2)c(Cl)c1	-1.0
O=C(CSc1nnc(-c2cccs2)o1)Nc1nc(-c2ccccc2)cs1	8.0
Cc1c(C(=O)NCCn2nc(-n3cncn3)ccc2=O)sc2nc(-c3ccccc3)cn12	-4.0
O=C(Nc1ccc2c(c1)OCO2)N1CCC(n2cc(-c3ccccc3)nn2)C1 (stereo unspecified)	-6.0
Cc1cc(C)n(CCNS(=O)(=O)c2ccc(N3CCCCS3(=O)=O)cc2)n1	-7.0
C=CCc1c(C)nc(-c2ccccc2)nc1NN=Cc1ccccc1	-38.1
Cc1cc(C(=O)Nc2cc3nc(-c4ccccc4)oc3nc2C)no1	-23.0
O=C(CSc1nc2ccccc2o1)N1CCC(Oc2ccc(C(F)(F)F)cn2)CC1	-12.0
O=C(NCc1ccco1)c1ccc(Cn2ccnc2)cc1	-12.0
CC1CCc2cc(F)ccc2N1C(=O)c1cc2cccnc2n(C)c1=O (stereo unspecified)	-7.0

Some of the entries above in another layout.
| SMILES | PriA SSB inh |
| --- | --- |
| COc1cc(C=Nn2c(C3CCCCC3)n[nH]c2=S)cc(OC)c1O | -6.2 |
| COc1ccc(C2C(=C(O)c3ccc4c(c3)OCCO4)C(=O)C(=O)N2CCCN(C)C)c(OC)c1 (stereo unspecified) | -2.9 |
| CC(=O)Nc1cccc(NC(=O)CSc2nc(CC(=O)NCCc3ccccc3)cs2)c1 | -12.0 |

Further structures
SMILES	PriA SSB inh
CCOC(=O)Cn1c(=NC(=O)Cc2cccc3ccccc23)sc2cc(S(N)(=O)=O)ccc21	-5.0
COc1ccc(C)cc1NC(=O)c1c[nH]c(=O)n(-c2ccc(C)c(C)c2)c1=O	13.0
Cc1ccc(NC(=O)Cn2cnc3c(sc4cccc(F)c43)c2=O)cc1F	-5.0
Cc1cc(-c2csc(NCc3ccccc3)n2)c(C)o1	2.0
COc1ccc(-n2c(C)nc3ccc(NC(=O)c4cccc(Cl)c4)cc3c2=O)cc1	4.0
CCN1CCc2c(sc(NC(=O)c3ccc(S(=O)(=O)N4CCC(C)CC4)cc3)c2C(=O)OC)C1	-7.0
N#Cc1ccc(Cl)cc1NC(=O)C(=O)NCC[C@H](O)c1cccc2ccccc12	-6.0
COC(=O)c1cc(C(=O)c2ccccc2)n2c(=O)/c(=C/N(C)C)sc12	4.2
CCOC(=O)c1ccc(-n2c(O)c(C=NNC(=O)C3COc4ccccc4O3)c3ccccc3c2=O)cc1 (stereo unspecified)	-4.0
O=C(C(Cc1ccc([N+](=O)[O-])cc1)N1C(=O)c2ccccc2C1=O)N1CCOCC1 (stereo unspecified)	-2.0
Fc1cccc(CSc2nnc(-c3ccncc3)o2)c1	-23.0
Cc1ccc(N2CC(C(=O)NCC(O)(c3ccco3)C3CC3)CC2=O)cc1C (stereo unspecified)	8.0
O=C(Nc1nc(-c2ccc(-c3ccccc3)cc2)cs1)c1ccccc1Br	-5.0
CCCOc1cc(S(=O)(=O)NCC2CCCO2)ccc1Cl (stereo unspecified)	-11.0
O=S(=O)(c1cccnc1)N1CC(c2nc(-c3cccc(C(F)(F)F)c3)no2)C1	-21.0
Cc1ccc(F)cc1S(=O)(=O)NCc1nccc(N2CCOCC2)n1	4.0
COc1cc(C=NN=C(C(=O)c2ccccc2)c2ccccc2)cc(OC)c1O	60.5
COc1ccc(CC(=O)NCc2ccsc2)cc1OC	0.0
COc1cc(/C=C/C(=O)N2CCCCCC2)ccc1OCc1ccccc1	6.0
Cc1ccc(-n2c(=O)[nH]c3c(C(N)=O)nc(C4CCCCC4)nc32)cc1C	-4.0
Cc1cccc(NC(=O)Nc2nc(C)c(C(=O)NCCC3=CCCCC3)s2)c1	-1.0
Cc1cc(C)c(NC(=O)CCNS(=O)(=O)c2ccccc2)c(C)c1	2.0
COc1ccc2nc(-c3ccc(NS(=O)(=O)c4ccccc4Cl)cc3)cn2n1	-11.0
COc1ccc(C(=O)Nc2cc(C)nn2-c2nc3c(cnn3-c3ccc(C)c(C)c3)c(=O)[nH]2)cc1OC	91.0*
O=C(NC[C@H]1CCCN1c1nc2ccccc2o1)c1ccc(-c2cccs2)cc1	-2.0
COc1ccc(NC(=O)CSc2nc(N3CCc4ccccc4C3)nc3ccccc23)c(OC)c1	-4.0
Cn1c(C2CCCN(S(C)(=O)=O)C2)nn(Cc2ccc(Cl)cc2Cl)c1=O (stereo unspecified)	-11.0
COc1ccc(C2CCCCN(C(=O)c3csc(C)n3)C2)cc1 (stereo unspecified)	7.0
O=C(NN=Cc1ccc(OCCCF)cc1)c1cc(OCC(F)(F)F)ccc1OCC(F)(F)F	9.1
COc1ccccc1C(=O)Nc1ccc(N2CCOCC2)cc1	14.0
CCOC(=O)C1CCCN(C(=O)c2ccc(N3CCCC3)nn2)C1 (stereo unspecified)	-7.0
CCOc1ccc(-c2nc(CSc3nc(C)c(Cc4ccccc4)c(=O)[nH]3)c(C)o2)cc1	-20.0
COc1ccc2nc(-c3ccc(C)c(NC(=O)c4cc(Cl)ccc4OC)c3)cn2n1	-16.0
O=C(NCC(c1ccsc1)N1CCOCC1)c1cccc(C(F)(F)F)c1 (stereo unspecified)	12.0
Cc1c(Cl)ccc2sc(N(C[C@H]3CCCO3)C(=O)c3cccc(Cl)c3)nc12	-12.0
O=C(NCC1CCN(c2cnccn2)CC1)c1cccc(Cl)c1	3.0
O=S(=O)(/C=C/c1ccccc1)N1CCN(c2nc(-c3ccsc3)cs2)CC1	-20.0
Cc1nccn1-c1ccc(=O)n(CCNC(=O)C(C)Oc2cccc(F)c2)n1 (stereo unspecified)	6.0
O=C1CC(c2nc(-c3ccccc3F)no2)CN1c1cccc(Cl)c1 (stereo unspecified)	-20.0
CC(=O)Nc1ncccc1C(=O)O	-15.0
Fc1cccc(Cl)c1CSc1ccc(-c2ccncc2)nn1	-10.0
Cc1ccc(SCC(=O)N(Cc2cccnc2)c2nc3ccc(F)cc3s2)cc1	4.0
COc1ccc2c(Cl)c(C(=O)Nc3ccc(S(=O)(=O)N4CCCC4)cc3)sc2c1	-6.0
O=S(=O)(NCC1CCN(C2CCCC2)CC1)c1ccc(F)cc1F	-8.0
CC(C)C12C=CC(C)(CC1)C1C(=O)N(c3ccccc3)C(=O)C12 (stereo unspecified)	-10.0
CCCN1C(=O)C(C)(C)COc2ccc(NC(=O)c3c(F)cccc3Cl)cc21	3.0
COc1ccccc1S(=O)(=O)NCCc1cc(C)no1	-6.0
C[C@H](NC(=O)OC(C)(C)C)C(=O)Nc1cnn(C2CCOCC2)c1	-20.0
O=C(NCCC1CCCCN1S(=O)(=O)c1ccc(Cl)cc1)C(=O)Nc1ccc(Cl)cc1 (stereo unspecified)	9.0
Cc1cc(SCC(=O)NN=Cc2ccc(O)c(O)c2)nc2ccccc12	1.2
COC(=O)c1ccc(NC(=O)CSc2ccc(N3CCOCC3)nn2)cc1	-1.0
CCOCC(=O)Nc1ccc2c(c1)C(=O)N(CC)c1ccccc1O2	-3.0
COc1ccc([N+](=O)[O-])cc1NC(=O)c1ccc(C(C)(C)C)cc1	-8.0
Cc1cc(C=NNC(N)=S)c(O)c(C=NNC(N)=S)c1	58.6*
Cc1cc(C)c(S(=O)(=O)NC[C@H]2CN(c3ccc(F)cc3)C(=O)O2)c(C)c1	-21.0
O=C(c1cc2ccccc2o1)N1CCS[C@H]1c1cccc(F)c1	-7.0
COc1ccc(C[C@](C)(O)CNC(=O)CCc2ccccc2Br)cc1	-15.0
COC(=O)c1cc(OCC(=O)Nc2cccc(SC)c2)c2cc(OC)ccc2n1	1.0
O=C(Cn1nnc2ccccc21)NCc1cccnc1-c1cccs1	0.0
CCCN(CCC)Cc1c(C(=O)NN=Cc2cccs2)nnn1-c1nonc1N	2.9

Reformatted: results already given.
| Molecule | PriA SSB inh |
| --- | --- |
| CCCN(CCC)Cc1c(C(=O)NN=Cc2cccs2)nnn1-c1nonc1N | 2.9 |
| Fc1cccc(Cl)c1CSc1ccc(-c2ccncc2)nn1 | -10.0 |

Next section:
SMILES	PriA SSB inh
CSc1cccc(NC(=O)N2CCN(c3nc(N4CCOCC4)nc(-n4ccnc4)n3)CC2)c1	-4.0
CN(C)[C@@H](CNS(=O)(=O)c1ccc(-c2ccccc2)cc1)c1ccsc1	-1.0
COc1cc(CCC(=O)O)ccc1F	-11.0
Cc1cccc(CS(=O)(=O)NCC(c2ccsc2)N2CCc3ccccc3C2)c1 (stereo unspecified)	-5.0
Cc1ccc2nc(C3CN(S(=O)(=O)c4cccnc4)C3)[nH]c2c1	-3.0
CN(C)S(=O)(=O)c1ccc2nc(NC(=O)c3ccn(C)n3)sc2c1	-11.0&-7.0
O=C(CSc1nnc(-c2ccc(Cl)s2)o1)NC1CCCCC1	-7.0
Cc1ccc(-n2cc(C(=O)N3CCN(c4ccccc4)CC3)nn2)cc1C	-14.0
O=c1c2cc(-c3ccccc3)nn2ccn1Cc1nc(-c2ccccc2)no1	-26.0
CCOc1ccc(OCCNC(=O)c2ccc(Cl)cc2Cl)cc1	-7.0
CNC(=S)NN=C(C)c1ccc(C)c(C)c1	8.3
Cc1c(C(O)=C2C(=O)C(=O)N(CCN3CCOCC3)C2c2ccccn2)cnn1-c1ccccc1 (stereo unspecified)	-21.0&-16.8
Cc1ccc(OCC(=O)NN=Cc2cccnc2)cc1	8.9
O=C(NCCn1ncc2c(=O)n(Cc3cccc([N+](=O)[O-])c3)cnc21)C1CC(=O)N(c2ccc(F)cc2)C1 (stereo unspecified)	5.0
COc1ccccc1C=NNC(=O)c1ccc(C)nc1	-8.0
O=S(=O)(NCC1CCN(Cc2ccsc2)CC1)c1ccc2c(c1)OCCCO2	-7.0
COc1ccccc1/C=C/C=Nc1c(C)n(C)n(-c2ccccc2)c1=O	9.0
O=C(NN=C1CN2CCC1CC2)c1cccc(O)c1	-9.1
O=c1cc(O)c2c(=O)n3c4c(cccc4c2o1)CCC3	-13.0
O=[N+]([O-])c1ccc2ccc([N+](=O)[O-])cc2c1	28.0
O=C(c1cc2ccccc2[nH]1)N1CC(S(=O)(=O)c2ccc(Cl)cc2)C1	-1.0
CCCN1CCCc2cc(CCNC(=O)C(=O)Nc3cccc(C(F)(F)F)c3)ccc21	-31.0
ON=CCCn1c(=S)sc2ccccc21	-6.5
O=c1ccc(-n2ccnc2)n[nH]1	-4.0
O=C(CN1C(=O)c2ccccc2C1=O)OCc1nc2ccccc2s1	-4.0
Cc1nn(C)c(C)c1S(=O)(=O)NCCn1ccc(-c2cccs2)n1	3.0
COc1cccc2cc(C(=O)NC3CCN(c4nccs4)C3)oc12 (stereo unspecified)	-2.0
O=C1OC2(CCCCC2)OC(=O)C1=CNc1ccc(F)c(F)c1	-41.0
CCc1nnsc1C(=O)Nc1c(C(=O)Nc2ccccc2)oc2ccccc12	14.0
COCCNC(=O)C(=O)NCCc1ccc(N(C)C)cc1	3.0
COc1ccc(NC(=O)c2oc3ccccc3c2NC(=O)c2ccc(C)c([N+](=O)[O-])c2)cc1	10.0
CSc1ccccc1-c1nnc(NC(=O)c2ccc(S(=O)(=O)N3CCC(C)CC3)cc2)o1	11.0
O=C1NC(=NS(=O)(=O)Cc2ccccc2)S/C1=C/c1cc([N+](=O)[O-])ccc1O	-11.1
NS(=O)(=O)c1ccc(NC(=O)c2ccc(=O)n(Cc3cccc([N+](=O)[O-])c3)c2)cc1	-4.0
CN1CCN(c2cc(NC(=O)c3ccc(S(=O)(=O)N4CCCCC4)cc3)ncn2)CC1	-13.0
CCCCCCCC(=O)NN=Cc1ccc(Br)cc1	6.0
CCn1nccc1C(=O)N(CCCN1CCOCC1)c1nc2ccc(C)cc2s1	3.0
O=C(Cc1ccc(-c2ccccc2)cc1)N1C2CCC1COC2	-8.0
Cc1csc(C(=O)NCCC(O)c2cccc3ccccc23)c1 (stereo unspecified)	8.0
O=S(=O)(NCc1ccsc1)c1ccc(F)c(Cl)c1	-7.0

2 compounds drawn at random from those above:
SMILES	PriA SSB inh
CCCN1CCCc2cc(CCNC(=O)C(=O)Nc3cccc(C(F)(F)F)c3)ccc21	-31.0
CCn1nccc1C(=O)N(CCCN1CCOCC1)c1nc2ccc(C)cc2s1	3.0

Further records:
SMILES	PriA SSB inh
COc1ccc(-c2cc(N3CCCC(C(=O)O)C3)ncn2)cc1 (stereo unspecified)	-5.0
Cc1cncnc1N1CCN(C(=O)NCc2cccs2)CC1	-4.0
CC12CCC(O)CC1=CCC1C2CCC2(C)/C(=N\N)CCC12 (stereo unspecified)	-9.0
Cn1cc(OCc2ccc(F)cc2)c(=O)cc1C(=O)N1CCN(c2ncccn2)CC1	-10.0
CCOc1cn(-c2ccc(F)cc2)nc1C(=O)Nc1ccccc1CC	-6.0
O=C(COc1ccccc1F)NCCOc1ccccc1	-28.0&-7.0
Nc1nnc2n1CCS2	-17.0
COc1cccc(N2CCN(C(=O)Cc3c(C)[nH]c(=O)[nH]c3=O)CC2)c1	2.0
CCOC(=O)c1c(NC(=O)[C@@H]2COc3ccccc3O2)sc2c1CC(C)(C)NC2(C)C	7.0

Ordered by molar mass (largest number first): some entries from above.
SMILES	PriA SSB inh
Cn1cc(OCc2ccc(F)cc2)c(=O)cc1C(=O)N1CCN(c2ncccn2)CC1	-10.0
Cc1cncnc1N1CCN(C(=O)NCc2cccs2)CC1	-4.0
COc1ccc(-c2cc(N3CCCC(C(=O)O)C3)ncn2)cc1 (stereo unspecified)	-5.0
